hERG WT inh: qHTS for Inhibitors of KCHN2 3.1: Wildtype qHTS | AID 720551, 2013 | hit rate 0.37% among 340,000 | activity change, % at 1.84 µM | U2OS, BacMam KCNH2, thallium flux FluxOr; stronger effect = lower value;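 active = maximum activity change below -70%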; also: % is scaled to controls: 0 for no effect and ±100 for the full control effect
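U2OS cells transduced with wild-type KCNH2 virus are loaded with FluxOr dye for 45 min, and thallium flux is measured in kinetic reads before and after stimulation buffer. Rate constants are normalized to DMSO controls.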
a7 integrin act: qHTS for Activators of Integrin-Mediated Alleviation for Muscular Dystrophy. Potency, µM (highest dose often 38.3 µM), for inactives: at the top dose activation, hits mostly activators. hit rate 0.064% among 350,000. alpha7betagal myoblasts, beta-gal FDG fluorescence, 48 h. AID 624291, 2012;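 also: potency is read from the fitted curve at half-maximal effect; 100% = response of the positive control SU9516; nearly all actives have a fitted effect of over 60% in size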
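alpha7betagal+/- myoblasts (passage 13, 250/well) treated 48 h at 37C with compounds at 1:260 dilution of DMSO stock. Lysed, then beta-galactosidase activity read as FDG fluorescence (ex 480/em 540) after 30 min, with pre-read for autofluorescence.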
A-T KAP1 phos: qHTS Assay for Identifying a Potential Treatment of Ataxia-Telangiectasia; […] A-T fibroblasts, KAP-1 phosphorylation AlphaLISA; neocarzinostatin DNA damage 30 min before lysis; Potency, µM (titrated, usually from 57.5 µM), for the others: at the highest dose activation, usual class: activators; hit rate 0.19% among 320,000; AID 485349, 2010; also: potency is read from the fitted curve at half-maximal effect; % of control where 0% means no effect; nearly all actives have a fitted effect of over 45% in size
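hTERT-immortalized A-T patient fibroblasts ([…]), 500 cells/well in OPTI-MEM, 1% FBS, got compounds for 60 min, then NCS for 30 min at 37C. Lysates were then assayed for phospho-KAP-1 by AlphaLISA (anti-pKAP1 donor, anti-KAP1 acceptor beads), 6 hr at 25C.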
S-ASM inh: Inhibitors of Secretory Acid Sphingomyelinase (S-ASM): qHTS. hit rate 0.006% among 340,000. Sphingomyelin phosphodiesterase (Homo sapiens), P17405. placental ASM, HMU-PC fluorogenic substrate, 60 min. Potency, µM (highest dose often 57.5 µM), inactives show top-dose activity change, negative = inhibition, most hits filed as inhibitors; also: potency is read from the fitted curve at half-maximal effect
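qHTS format. ASM enzyme prepared from human placenta hydrolyses the fluorogenic substrate HMU-PC0 (9 uM final) over 60 min at 37 °C after a 10 min compound preincubation.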
TRPV1 agonist: HTS Assay for Compounds that Act as Agonists of the Vanilloid Receptor 1 | Transient receptor potential cation channel subfamily V member 1 (Homo sapiens), Q8NER1 | TRPV1-expressing cells, Fluo-8 calcium influx, agonist mode | activation, % at 8.33 µM | hit rate 0.19% among 320,000; in the data active = activation above about 80%; also: 0% is about no effect
Target sequence (Q8NER1 whole entry, looked up): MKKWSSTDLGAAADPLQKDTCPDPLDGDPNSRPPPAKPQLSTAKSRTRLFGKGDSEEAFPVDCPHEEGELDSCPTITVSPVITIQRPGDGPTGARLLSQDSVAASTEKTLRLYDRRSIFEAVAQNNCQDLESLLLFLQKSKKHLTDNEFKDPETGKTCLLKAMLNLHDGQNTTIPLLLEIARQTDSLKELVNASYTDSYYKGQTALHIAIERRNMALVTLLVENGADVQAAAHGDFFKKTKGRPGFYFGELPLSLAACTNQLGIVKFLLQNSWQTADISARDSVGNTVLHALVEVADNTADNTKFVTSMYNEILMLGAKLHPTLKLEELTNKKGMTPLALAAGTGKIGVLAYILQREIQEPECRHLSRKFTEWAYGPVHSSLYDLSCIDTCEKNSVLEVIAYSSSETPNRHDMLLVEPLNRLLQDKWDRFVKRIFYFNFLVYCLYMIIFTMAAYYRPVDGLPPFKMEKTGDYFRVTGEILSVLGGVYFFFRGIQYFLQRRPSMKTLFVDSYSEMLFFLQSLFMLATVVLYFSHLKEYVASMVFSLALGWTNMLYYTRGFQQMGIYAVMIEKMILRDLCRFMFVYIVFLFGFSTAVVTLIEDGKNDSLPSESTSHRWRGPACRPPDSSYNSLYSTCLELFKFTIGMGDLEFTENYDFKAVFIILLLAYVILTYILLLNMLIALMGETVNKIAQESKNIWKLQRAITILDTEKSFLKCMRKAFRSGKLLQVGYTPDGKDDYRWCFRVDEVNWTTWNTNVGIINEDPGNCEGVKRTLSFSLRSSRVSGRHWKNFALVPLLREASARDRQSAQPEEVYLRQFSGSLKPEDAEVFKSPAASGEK
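TRPV1-expressing cells were cultured overnight at 35.5C and loaded with Fluo-8 calcium dye for 40 to 90 min at room temperature. After a 10 s baseline, compound was added and calcium influx was read kinetically for 3 min (ex 480/em 520 nm).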
Active calls of the source: *; x = not tested or not shown; & = joins results of further samples; [ ] = dose if it differs, or a comment. Unless noted, calls follow the shape of the dose curve; as a rule, active = well fitted curve in the direction sought with a large enough effect; inconclusive = small, poorly fitted or top-dose-only effect, or another doubt; inactive = no such curve, though single readings can be large; an effect the other way counts as inactive or inconclusive.

SMILES | hERG WT inh | a7 integrin act | A-T KAP1 phos | S-ASM inh | TRPV1 agonist
O=S(=O)(NCCCNS(=O)(=O)c1c(F)cccc1F)c1ccc2c(c1)OCCO2 | x | x | 8% | 1% | 2
O=S(=O)(c1ccc2c(c1)OCCO2)N1CCCN(S(=O)(=O)c2c(F)cccc2F)CC1 | x | x | 10% | 9% | 6
O=S(=O)(NC1CCN(S(=O)(=O)c2c(F)cccc2F)C1)c1ccc2c(c1)OCCO2 (centres undefined) | x | x | 7% | -1% | 1
N#Cc1nc(Nc2cc(F)cc(F)c2)c2ncn(CC(F)F)c2n1 | x | x | -3% | -12% | 20
CN1CCN(c2cc(-c3cc(O)c4ncccc4c3)ccn2)CC1 | x | x | 3%&-3% | 7% | 1
O=c1c2ccccc2nc2sc(Nc3ccc(F)cc3)nn12 | x | x | 0% | 1% | 3
NC(=O)c1cccc(-c2noc(-c3ccccc3F)n2)c1 | x | x | 21%&1% | 0% | 16
Cn1nnnc1Sc1ncnc2scc(-c3cccc(S(C)(=O)=O)c3)c12 | x | x | 11% | 0% | 2
CN1CCN(C2CCN(Cc3ccc(O)c4ncccc34)CC2)CC1 | x | x | 2%&-5% | -7% | -7
N#Cc1nc(-c2cccc3ccccc23)oc1N | x | x | 17% | x | -2
O=C(C[C@H]1C/C=C\CCCCC(=O)OC[C@H]2CCCN2C1=O)N[C@H](CO)Cc1ccccc1 | x | -17% | -1% | 6% | x
O=C(C[C@H]1C/C=C\CCC(=O)OC[C@H]2CCCN2C1=O)NCCO | x | 1% | 9% | 8% | x
O=C(NCc1ccc(OC(F)(F)F)cc1)c1cccc2c1C(=O)c1ccc(N3CCC(Cc4ccccc4)CC3)cc1S2(=O)=O | x | -11% | 0% | -6% | x
C#CCOCCOCCOCCNc1nc(N2CCN(C(=O)[C@H](CCCCN)n3cc(CN)nn3)CC2)nc(N2CCN(C(=O)[C@H](CCC(=O)O)n3cc([C@@H](N)CCCCN)nn3)CC2)n1 | x | -3% | 5% | 3% | x
CC(C)(C)[C@H]1COC(=O)CCC/C=C/C[C@H](CC(=O)N(CCO)Cc2ccccc2)C(=O)N1 | x | 7% | 8% | -4% | x
CN1C(=O)[C@H]2[C@@H](/C=C/c3ccccc3)N3C(=O)CN(Cc4ccccn4)C(=O)[C@@]3(Cc3ccccc3)[C@H]2C1=O | x | 17% | -7% | 6% | x
Cn1cncc1C#Cc1ccc2c(=O)c3ccccc3oc2c1 | x | 18% | 5% | 41%[activator] | x
CC(C)(C)C1CCC(CN2C(Nc3ccccc3)=NC[C@@H]2Cc2ccccc2)CC1 (some centres undefined) | x | -14% | -4% | -22% | x
O=C1N[C@H](Cc2ccccc2)COC(=O)[C@H](Cc2ccc(F)cc2)C/C=C\C[C@H]1CC(=O)N(CCO)Cc1ccccc1 | x | -5% | 7% | -8% | x
CCCCNc1c(-c2ccc(-c3ccc(OC)cc3)c(OC)c2)nc2ccccn12 | x | -44% | 19% | x | x

Some of these compounds in order of number of heavy atoms, low to high.
SMILES | hERG WT inh | a7 integrin act | A-T KAP1 phos | S-ASM inh | TRPV1 agonist
N#Cc1nc(-c2cccc3ccccc23)oc1N | x | x | 17% | x | -2
Cn1cncc1C#Cc1ccc2c(=O)c3ccccc3oc2c1 | x | 18% | 5% | 41%[activator] | x
O=C(C[C@H]1C/C=C\CCC(=O)OC[C@H]2CCCN2C1=O)NCCO | x | 1% | 9% | 8% | x
CN1CCN(C2CCN(Cc3ccc(O)c4ncccc34)CC2)CC1 | x | x | 2%&-5% | -7% | -7
Cn1nnnc1Sc1ncnc2scc(-c3cccc(S(C)(=O)=O)c3)c12 | x | x | 11% | 0% | 2
CCCCNc1c(-c2ccc(-c3ccc(OC)cc3)c(OC)c2)nc2ccccn12 | x | -44% | 19% | x | x
CC(C)(C)[C@H]1COC(=O)CCC/C=C/C[C@H](CC(=O)N(CCO)Cc2ccccc2)C(=O)N1 | x | 7% | 8% | -4% | x
CN1C(=O)[C@H]2[C@@H](/C=C/c3ccccc3)N3C(=O)CN(Cc4ccccn4)C(=O)[C@@]3(Cc3ccccc3)[C@H]2C1=O | x | 17% | -7% | 6% | x
O=C1N[C@H](Cc2ccccc2)COC(=O)[C@H](Cc2ccc(F)cc2)C/C=C\C[C@H]1CC(=O)N(CCO)Cc1ccccc1 | x | -5% | 7% | -8% | x
O=C(NCc1ccc(OC(F)(F)F)cc1)c1cccc2c1C(=O)c1ccc(N3CCC(Cc4ccccc4)CC3)cc1S2(=O)=O | x | -11% | 0% | -6% | x
C#CCOCCOCCOCCNc1nc(N2CCN(C(=O)[C@H](CCCCN)n3cc(CN)nn3)CC2)nc(N2CCN(C(=O)[C@H](CCC(=O)O)n3cc([C@@H](N)CCCCN)nn3)CC2)n1 | x | -3% | 5% | 3% | x

(more compounds)
SMILES | hERG WT inh | a7 integrin act | A-T KAP1 phos | S-ASM inh | TRPV1 agonist
NCCCCCNC(=O)c1nc[nH]c1C(=O)NCC(=O)OCc1ccccc1 | x | -20% | 4% | -2% | x
COc1cc2c(cc1OC)C(=O)N1[C@H]3c4cc(C)ccc4OC[C@@H]3[C@H](c3ccccc3)[C@]1(C)C(=O)N2 | x | -8% | -7% | 4% | x
CC(C)(C)OC(=O)C[C@H]1C/C=C\C[C@@H](CC(=O)NCCO)C(=O)NCCOC1=O | x | 9% | 7% | 3% | x
CC(C)(C)OC(=O)C[C@H]1C/C=C\C[C@@H](CC(=O)N(CCO)Cc2ccccc2)C(=O)N[C@@H](Cc2ccccc2)COC1=O | x | 28% | 4% | -4% | x
COc1ccc(NC(=O)Nc2ccc3c(c2)C(=O)N([C@H](C)CO)C[C@H](C)[C@@H](CN(C)S(=O)(=O)c2ccc(F)cc2)O3)cc1 | x | -1% | 1% | -5% | x
O=C(C[C@H]1C/C=C\CC[C@H](Cc2ccc(F)cc2)C(=O)OC[C@H]2CCCN2C1=O)NCCO | x | 9% | 5% | -4% | x
COc1ccc(-c2sc3cc4c(cc3c2-c2ccc3c(c2)OCCO3)OCO4)cc1 | x | 0% | 0% | -9% | x
COc1ccc2c(c1)c1c(n2C)[C@@H]2CC=C(CO)[C@@H](C1)N2C | x | -6% | -8% | 8% | x
C=CC[C@@H](CC(=O)N(CCO)Cc1ccccc1)C(=O)NC[C@@H](OC(=O)[C@@H](CC=C)Cc1ccc(F)cc1)c1ccccc1 | x | 20% | -2% | -8% | x
O=c1oc(CCCO)cc2ccccc12 | x | 9% | 7% | 1% | x
CC(C)(C)OC(=O)C[C@H]1C/C=C\C[C@H](CC(=O)NCCO)C(=O)NC[C@H](c2ccccc2)OC1=O | x | 23% | 0% | -1% | x
CN(C(=O)c1cccc(NC(=O)C2CCCN(C(=O)OC(C)(C)C)C2)c1)C1CCC1 (centres undefined) | x | -17% | -3% | 16% | x
c1cc(-c2cc3cc4c(cc3cn2)OCO4)cs1 | x | -11% | 8% | 4% | x
COc1ccc2sc(-c3ccc(S(C)(=O)=O)cc3)c(-c3ccc4c(c3)OCCO4)c2c1 | x | -19% | 3% | 64%[activator] | x
O=C(C[C@@H]1C/C=C\C[C@H](NC(=O)OCC2c3ccccc3-c3ccccc32)C(=O)O[C@H](c2ccccc2)CNC1=O)NCCO | x | -17% | 0% | -4% | x
C=CCC[C@@H](Cc1ccc(F)cc1)C(=O)OC[C@H](Cc1c[nH]c2ccccc12)NC(=O)[C@@H](CC=C)CC(=O)NCCO | x | 0% | 14% | -3% | x
O=C(C[C@@H]1C/C=C\CCCC(=O)OC[C@@H]2CCCN2C1=O)NCCO | x | -6% | 2% | 1% | x
C[C@@H]1COC(=O)[C@@H](Cc2ccc(F)cc2)C/C=C\C[C@@H](CC(=O)N(CCO)Cc2ccccc2)C(=O)N1 | x | -13% | 3% | 2% | x
C=CC[C@@H](CC(=O)N(CCO)Cc1ccccc1)C(=O)N[C@@H](C)COC(=O)[C@@H](CC=C)Cc1ccc(F)cc1 | x | -21% | 8% | 0% | x
C=CC[C@@H](CC(=O)N(CCO)Cc1ccccc1)C(=O)N[C@H](COC(=O)[C@@H](CC=C)Cc1ccc(F)cc1)Cc1ccccc1 | x | -38% | 2% | -11% | x
c1ccc([C@H]2CNCCN2CCc2cccc3ccccc23)cc1 | x | -33% | -7% | -8% | x
C=CCC[C@H](Cc1ccc(F)cc1)C(=O)OC[C@@H](Cc1c[nH]c2ccccc12)NC(=O)[C@H](CC=C)CC(=O)N(CCO)Cc1ccccc1 | x | -40% | -8% | -1% | x
CS(=O)(=O)c1ccc(-c2sc3ccccc3c2C(=O)N2CCN(c3ccc(F)cc3)CC2)cc1 | x | -13% | 10% | -3% | x
Cc1noc(C)c1S(=O)(=O)Nc1ccc2c(c1)CC(=O)N([C@H](C)CO)C[C@H](C)[C@@H](CN(C)CC1CC1)O2 | x | -16% | -3% | -2% | x
C=CC[C@@H](Cc1ccc(F)cc1)C(=O)OC[C@@H]1CCCN1C(=O)[C@@H](CC=C)CC(=O)NCCO | x | 5% | 5% | 4% | x
COc1ccc2c(c1)OC[C@H]1[C@H]2N2C(=O)c3cc(F)ccc3NC(=O)[C@@]2(C)[C@H]1c1ccccc1 | x | -17% | -6% | -20% | x
COc1cc(-c2noc(C)c2C(=O)NCCc2ccccc2)cc(OC)c1OC | x | 22% | 0% | -10% | x
CCOC(=O)c1ccc(-c2ccc3oc(-c4ccsc4)cc(=O)c3c2)cc1F | x | 0% | -4% | 0% | x
COC(=O)c1c(-c2ccc(OC)cc2)sc2ccc(OC)cc12 | x | 0% | 13% | -4% | x
COc1cc2sc3cc(NCC[C@@H]4CCCN4C)ccc3c(=O)c2cc1OC | x | -19% | 3% | x | x
CCOC(=O)[C@H]1[C@H]2COc3ccc(Br)cc3[C@@H]2N2C(=O)c3c(C)cc(C)cc3NC(=O)[C@@]12C | x | -14% | 3% | 2% | x
Fc1ccccc1-c1cc2cc3c(cc2cn1)OCO3 | x | 3% | 9% | -2% | x
O=C(C[C@@H]1C/C=C\CCCC(=O)OC[C@@H]2CCCN2C1=O)N[C@@H](CO)Cc1ccccc1 | x | -12% | 2% | 10% | x
C=CC[C@H](CC(=O)N(CCO)Cc1ccccc1)C(=O)N[C@@H](C)COC(=O)[C@H](CC=C)CC(=O)OC(C)(C)C | x | 15% | 8% | 1% | x
C=CC[C@@H](CC(=O)N(CCO)Cc1ccccc1)C(=O)N[C@H](COC(=O)[C@@H](CC=C)CC(=O)OC(C)(C)C)C(C)(C)C | x | -25% | -5% | -1% | x
C=CC[C@@H](CC(=O)N[C@@H](CO)Cc1ccccc1)C(=O)N[C@H](COC(=O)[C@H](CC=C)CC(=O)OC(C)(C)C)Cc1ccccc1 | x | -10% | 2% | -2% | x
COc1ccc(-c2sc3ccccc3c2-c2ccc(O)cc2)cc1 | x | -3% | -8% | -13% | x
COc1ccc(/C=C2\Oc3ccccc3C2=O)cc1 | x | -21% | 0% | 13% | x
Cc1c(C2(O)CCCCC2)[nH]c2ccc(C(F)(F)F)cc12 | x | -28% | -2% | -18% | x
O=C(Nc1cccc(Cl)c1)c1nc[nH]c1C(=O)NCCCNC(=O)c1[nH]cnc1C(=O)Nc1cccc(Cl)c1 | x | 21% | 4% | -5% | x
C=CC[C@@H](CC(=O)N(CCO)Cc1ccccc1)C(=O)N[C@H](COC(=O)[C@@H](CC=C)Cc1ccc(F)cc1)c1ccccc1 | x | -43% | -1% | -4% | x
Cc1ccc(-c2cc3nc4c(c(=O)n3[nH]2)CCCC4)cc1 | 14 | 32% | x | 0% | x

Assay outcomes as filed in PubChem BioAssay.

An excerpt; count on the stated rates, not on these rows.
